Assay outcomes (PubChem)
Epigenetic reg: derepresses silenced GFP reporter in murine cells. murine LDR cells, GFP reporter derepression, 30 h. Potency, µM (highest dose often 53.9 µM), for inactives: at the highest dose GFP activation, hits mostly activators. 280,000 compounds, 0.2% hits. AID 1865; also: % of control where 0% means no effect; nearly all actives have a fitted effect of over 60% in size
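Murine LDR cells bearing a silenced CMV-driven GFP reporter were exposed to compound for 30 h at 37 C. After PBS washes, GFP-positive cells (20-120 um objects) counted by laser-scanning microplate cytometry.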
SMN2 splice up: enhancers of SMN2 splice variant expression; HEK293 SMN2-luciferase splicing reporter, luminescence, 30-36 h; Potency, µM (highest dose often 46.1 µM), inactives show at the highest dose activity change, positive = activation, most hits filed as activators; 210,000 compounds, 2.8% hits; also: % of control where 0% means no effect; nearly all actives have a fitted effect of over 55% in size
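HEK293 cells carry an SMN2 […]–luciferase reporter in which exon 7 inclusion puts luciferase in frame. Cells were plated 10-12 h before compound addition, then incubated 30-36 h at 37C. ONE-Glo luminescence was read; sodium butyrate at 4.5 mM final served as control.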
IMPase Li cell: cell-permeable IMPase inhibitors with lithium potentiation; 210,000 compounds, 0.35% hits; AID 1457; Potency, µM (series often up to 59.4 µM), for inactives: top-dose activity, negative = IMPase inhibition, actives largely listed as inhibitors; CHO-M1 cells, IP1 TR-FRET (IP-One), carbachol + lithium;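 also: IP1 builds up when IMPase is blocked and the TR-FRET signal falls; plate controls were basal vehicle for no effect and high inhibitor control for full effect; nearly all actives have a fitted effect of over 50% in size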
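Test compounds were applied to CHO-M1 cells previously cultured for 16–30 h at 2000 per well. A small lithium amount accompanied them; after 30 min at 37C, IP1 was quantified by TR-FRET.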
JMJD2E inh: inhibitors of human JMJD2E histone demethylase; Potency, µM (titrated, usually from 57.1 µM), inactives show at the top dose activity change, negative = inhibition, most hits filed as inhibitors; B2RXH2; JMJD2E catalytic domain, FDH-coupled NADH fluorescence (FDH is formaldehyde dehydrogenase); 230,000 compounds, 1.6% hits; AID 2147; active = well fitted inhibition curve with a large enough effect, not every such curve was filed as active; inconclusive = small, poorly fitted or top-dose-only effect, or another doubt; inactive = no such curve, though single readings can be large or run the other way;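 also: 0% = wells with enzyme and -100% = buffer wells without enzyme; nearly all actives have a fitted effect of over 50% in size; many of its hits are not listed in these tables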
Target sequence (B2RXH2 1-337 limits assumed): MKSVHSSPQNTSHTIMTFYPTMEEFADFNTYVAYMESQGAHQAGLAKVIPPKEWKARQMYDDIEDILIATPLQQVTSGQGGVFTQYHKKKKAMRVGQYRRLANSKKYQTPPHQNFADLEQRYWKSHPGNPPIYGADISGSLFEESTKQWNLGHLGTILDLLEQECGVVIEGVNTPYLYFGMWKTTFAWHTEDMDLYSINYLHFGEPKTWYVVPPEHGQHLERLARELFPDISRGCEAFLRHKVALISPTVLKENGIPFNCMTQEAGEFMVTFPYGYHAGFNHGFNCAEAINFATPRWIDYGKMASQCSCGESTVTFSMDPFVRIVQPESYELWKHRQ
RGS12 GoLoco inh: RGS12 GoLoco-Gai1 interaction inhibition | P63096 | Gai1:RGS12 GoLoco peptide FP, rhodamine, 10 min | Potency, µM (highest dose often 61.6 µM), without a hit: at the top dose activity, negative = inhibition, usual class: inhibitors | 230,000 compounds, 0.44% hits | AID 880; active = well fitted inhibition curve with a large enough effect, not every such curve was filed as active; inactive = no such curve, though single readings can be large or run the other way; also: % is scaled to controls: 0 for no effect and ±100 for the full control effect; nearly all actives have a fitted effect of over 30% in size; many of its hits are not listed in these tables
NPSR antag: blocks cAMP signaling of the human neuropeptide S receptor. Q6W5P4. CHO-NPSR cells, cAMP TR-FRET, antagonist mode. Potency, µM (series often up to 38.3 µM), for inactives: at the highest dose activity change, negative = inhibition, actives largely listed as inhibitors. 220,000 compounds, 1% hits. AID 1461; also: % is scaled to controls: 0 for no effect and ±100 for the full control effect; nearly all actives have a fitted effect of over 50% in size; many of its hits are not listed in these tables
KinaseGlo FLuc: counter-screen: inhibitors of Kinase-Glo firefly luciferase; Q27757; Kinase-Glo luciferase, ATP luminescence, 8 min; Potency, µM (titrated, usually from 38.3 µM), inactives show top-dose activity change, negative = inhibition, actives largely listed as inhibitors; 200,000 compounds, 0.28% hits; also: % is scaled to controls: 0 for no effect and ±100 for the full control effect; nearly all actives have a fitted effect of over 60% in size
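Recombinant Kinase-Glo luciferase, 10 uM ATP (linear range), luciferin; imidazole pH 7.2 / KCl / MgCl2 / Tween / BSA buffer; 8 min RT; luminescence.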
RECQ1 inh: RECQ1 (human) helicase inhibition | RECQ1 DNA unwinding, red fluorescence kinetic read | 240,000 compounds, 0.54% hits | Potency, µM (highest dose often 57.3 µM), for inactives: at the highest dose activity, negative = inhibition, hits mostly inhibitors | P46063;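 also: plate controls were vehicle for no effect and no enzyme for full effect; nearly all actives have a fitted effect of over 30% in size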
Target sequence (P46063 whole entry, looked up): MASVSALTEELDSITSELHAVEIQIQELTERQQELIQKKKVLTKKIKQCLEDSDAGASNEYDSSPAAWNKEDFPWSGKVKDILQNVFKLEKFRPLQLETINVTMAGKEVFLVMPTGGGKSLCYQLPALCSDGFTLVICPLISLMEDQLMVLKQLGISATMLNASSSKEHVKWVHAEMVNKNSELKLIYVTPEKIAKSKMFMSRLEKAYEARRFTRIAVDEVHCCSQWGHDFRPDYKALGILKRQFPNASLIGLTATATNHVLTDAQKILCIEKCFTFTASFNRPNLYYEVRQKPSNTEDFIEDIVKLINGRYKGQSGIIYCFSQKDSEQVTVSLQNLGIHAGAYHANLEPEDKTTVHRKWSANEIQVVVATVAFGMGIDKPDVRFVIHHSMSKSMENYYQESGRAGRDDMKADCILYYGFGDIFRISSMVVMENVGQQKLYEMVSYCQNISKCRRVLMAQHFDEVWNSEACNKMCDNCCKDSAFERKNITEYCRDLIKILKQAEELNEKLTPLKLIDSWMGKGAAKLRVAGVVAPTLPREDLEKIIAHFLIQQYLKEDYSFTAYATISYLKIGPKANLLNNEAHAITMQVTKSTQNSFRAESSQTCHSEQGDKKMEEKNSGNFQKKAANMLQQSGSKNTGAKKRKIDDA
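RECQ1T1 50 nM; forked duplex (20 bp + 30-nt ss tails) 200 nM, ATP 2 mM final; pH 8.0, 2 mM MgCl2, 2.5 ug/ml poly(dI-dC); 15 min compound preincubation; discontinuous kinetic read over 2 h at RT.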
Active calls of the source: *; [ ] = another dose, or the depositor's remark. Unless noted, calls follow the shape of the dose curve; as a rule, active = well fitted curve in the direction sought with a large enough effect; inconclusive = small, poorly fitted or top-dose-only effect, or another doubt; inactive = no such curve, though single readings can be large; an effect the other way counts as inactive or inconclusive. Potency is read from the fitted curve at half-maximal effect. Only part of the results is shown, so the mix of outcomes need not match the whole.

CCNc1nc(-c2cc3ccccc3o2)cs1 was read as Epigenetic reg -2.5%, SMN2 splice up 3.16µM*, IMPase Li cell -4.6%, JMJD2E inh -7.4%, RGS12 GoLoco inh -1.0%, NPSR antag -0.1%, KinaseGlo FLuc -3.6% and RECQ1 inh -9.2%.
For COc1ccc(C)cc1NC(=O)c1cc2ccccc2cc1OCC(=O)NCc1ccco1 the results were Epigenetic reg 0.4%, SMN2 splice up -10.9%, IMPase Li cell 34.1%[38.3 µM], JMJD2E inh inconclusive, RGS12 GoLoco inh 5.3%, NPSR antag inconclusive, KinaseGlo FLuc -0.7% and RECQ1 inh -2.9%.
Screening Cc1cc(=O)oc2cc(NC(=O)C3CCCC3)ccc12 returned Epigenetic reg -0.4%, SMN2 splice up inconclusive, IMPase Li cell 7.3%, JMJD2E inh inconclusive, RGS12 GoLoco inh 6.6%, NPSR antag -13.5%, KinaseGlo FLuc 0.6% and RECQ1 inh 3.1%.
Screening COc1cccc(Nc2nnc(SCC(=O)N3CC(=O)Nc4ccccc43)s2)c1 returned Epigenetic reg -1.6%, JMJD2E inh inconclusive, RGS12 GoLoco inh 14.5%, NPSR antag -3.6% and RECQ1 inh -13.8%.
Screening CCOC(=O)c1nnn(-c2ccccc2)c1C returned Epigenetic reg -0.8%, SMN2 splice up 20.6%, IMPase Li cell 1.6%, JMJD2E inh 8.1%, RGS12 GoLoco inh -0.7%, NPSR antag -3.7%[46.1 µM], KinaseGlo FLuc -0.5% and RECQ1 inh 0.6%.
Screening COCC(=O)N/N=C(\C)CC(=O)Nc1ccccc1C(N)=O returned Epigenetic reg -0.9%, SMN2 splice up 2.4%, IMPase Li cell -6.8%[38.3 µM], JMJD2E inh inconclusive, RGS12 GoLoco inh 12.2%, NPSR antag 12.2%[46.1 µM], KinaseGlo FLuc 2.4% and RECQ1 inh -7.5%.
COc1ccc(CNC(=O)CCCn2nc(C)c([N+](=O)[O-])c2C)cc1OC was read as Epigenetic reg 1.1%, IMPase Li cell 7.5%, JMJD2E inh -4.0%, RGS12 GoLoco inh 2.8%, NPSR antag -3.8% and RECQ1 inh inactive.
`COCCCNC(=S)N1CCN(Cc2ccc3c(c2)OCO3)CC1` gave Epigenetic reg -1.1%, IMPase Li cell 5.1%, JMJD2E inh inconclusive, RGS12 GoLoco inh -3.2%, NPSR antag -14.3%, KinaseGlo FLuc 1.4% and RECQ1 inh inactive.
Screening CCn1c(SCC(=O)C(C)(C)C)nnc1-c1ccccn1 returned Epigenetic reg 2.1%, SMN2 splice up 17.7%, IMPase Li cell 19.6%[38.3 µM], JMJD2E inh 9.9%, RGS12 GoLoco inh 5.5%, NPSR antag -7.8%[46.1 µM], KinaseGlo FLuc 4.7% and RECQ1 inh 0.8%.
Cn1cccc1Cc1nnc(SCC(=O)N2CCc3ccccc32)n1CCc1ccccc1 was read as Epigenetic reg -0.8%, SMN2 splice up -4.0%, IMPase Li cell 29.2%[38.3 µM], JMJD2E inh -16.3%, RGS12 GoLoco inh 4.8%, NPSR antag -13.4%[46.1 µM], KinaseGlo FLuc -0.1% and RECQ1 inh -17.4%.
Screening CCS(=O)(=O)N1CCN(S(=O)(=O)c2ccccc2[N+](=O)[O-])CC1 returned Epigenetic reg 1.2%, SMN2 splice up -5.3%, IMPase Li cell -4.6%, JMJD2E inh -4.4%, RGS12 GoLoco inh -8.1%, NPSR antag 13.4%, KinaseGlo FLuc 3.2% and RECQ1 inh -7.3%.
For Cc1nc2cc(NC(=O)NC(C)(C)C)ccc2n1C the results were Epigenetic reg 3.8%, IMPase Li cell -1.6%, JMJD2E inh inconclusive, RGS12 GoLoco inh 16.7%, NPSR antag 4.2%, KinaseGlo FLuc -2.0% and RECQ1 inh inactive.
Cn1c(=O)oc2cc(S(=O)(=O)N3CCCC(C(=O)N4CC=C(c5ccccc5)CC4)C3)ccc21 (stereo unspecified) was read as Epigenetic reg 1.7%, SMN2 splice up -56.8%[inhibitor], IMPase Li cell 14.8%[38.3 µM], JMJD2E inh -3.4%, RGS12 GoLoco inh 4.5%, NPSR antag -7.7%[46.1 µM], KinaseGlo FLuc 2.3% and RECQ1 inh -15.8%.
`COc1ccc(NS(=O)(=O)c2ccc(O)c(NC(=O)c3ccc(S(=O)(=O)N4CCCCCC4)cc3)c2)cc1` gave Epigenetic reg -0.9%, SMN2 splice up -6.8%[1.84 µM], IMPase Li cell 9.6%, JMJD2E inh 13.7%, RGS12 GoLoco inh 3.8%, NPSR antag 3.0%, KinaseGlo FLuc -1.6% and RECQ1 inh 6.3%.
CCOc1cc(N2CCOCC2)c(OCC)cc1NC(=O)Cc1cccc2ccccc12 was read as Epigenetic reg 0.7%, SMN2 splice up 0.1%, IMPase Li cell 25.3%[38.3 µM], JMJD2E inh -2.0%, RGS12 GoLoco inh 18.2%, NPSR antag inconclusive, KinaseGlo FLuc -2.3% and RECQ1 inh inactive.
`O=C(COC(=O)c1ccc(S(=O)(=O)NCc2ccco2)cc1)NC1CCCCC1` gave Epigenetic reg 1.0%, SMN2 splice up 2.2%, IMPase Li cell 1.3%[38.3 µM], JMJD2E inh -2.2%, RGS12 GoLoco inh 0.5%, NPSR antag -10.2%[46.1 µM], KinaseGlo FLuc 0.9% and RECQ1 inh inactive.
COc1ccccc1NC(=O)C[n+]1ccccc1 was read as Epigenetic reg -0.1%, IMPase Li cell -0.8%, JMJD2E inh -1.4%, RGS12 GoLoco inh 8.2%, NPSR antag -7.2%, KinaseGlo FLuc 0.2% and RECQ1 inh inactive.
For NC(N)=N/N=C\c1ccc(O)c(C(=O)O)c1 the results were SMN2 splice up 2.8%[9.22 µM], IMPase Li cell 2.7%, RGS12 GoLoco inh -2.8%[14.2 µM] and KinaseGlo FLuc -2.7%[7.66 µM].
COc1cc(S(=O)(=O)N2CCCCC2)ccc1NC(=O)c1ccccc1Cl was read as Epigenetic reg 0.1%, SMN2 splice up -20.0%, IMPase Li cell 7.0%, JMJD2E inh -28.2%, RGS12 GoLoco inh 2.1%, NPSR antag -17.7%[46.1 µM], KinaseGlo FLuc 0.5% and RECQ1 inh -3.2%.
Screening Cc1ccc(C2(O)CN(c3ccccc3C)C3=[N+]2CCS3)cc1 (stereo unspecified) returned Epigenetic reg 2.0%, SMN2 splice up 1.7%, IMPase Li cell 8.8%, JMJD2E inh -6.7%, RGS12 GoLoco inh 1.9%, NPSR antag -1.1%, KinaseGlo FLuc -0.9% and RECQ1 inh -11.4%.
COc1cccc(CNS(=O)(=O)c2cn(C)cn2)c1 was read as Epigenetic reg -1.9%, SMN2 splice up -18.1%, IMPase Li cell -2.2%[38.3 µM], JMJD2E inh -0.1%, RGS12 GoLoco inh 18.5%, NPSR antag 23.3%[46.1 µM], KinaseGlo FLuc 6.9% and RECQ1 inh 26.4%.
`Cc1cc(N2CCN(c3ccccc3)CC2)nc(N)n1` gave Epigenetic reg -3.7%, SMN2 splice up -17.3%, IMPase Li cell 1.4%, JMJD2E inh 6.0%, RGS12 GoLoco inh -1.0%, NPSR antag 12.8%[46.1 µM], KinaseGlo FLuc -4.4% and RECQ1 inh -6.5%.
For O=C(O)CC(NC(=O)Nc1ccccc1)c1ccc(OC2CCCC2)cc1 (stereo unspecified) the results were Epigenetic reg 3.1%, SMN2 splice up -10.8%, IMPase Li cell 4.1%, JMJD2E inh 0.9%, RGS12 GoLoco inh 4.0%, NPSR antag 20.1%, KinaseGlo FLuc -0.6% and RECQ1 inh -6.9%.
`Cc1ccc(-n2c(SCC(=O)Nc3ccc4c5c(cccc35)CC4)nc(O)cc2=O)cc1` gave Epigenetic reg 2.2%, SMN2 splice up -2.7%, IMPase Li cell 20.7%, JMJD2E inh inconclusive, RGS12 GoLoco inh 28.4%, NPSR antag -36.7%, KinaseGlo FLuc 0.0% and RECQ1 inh -26.3%.
COC(=O)Nc1nnc(Cc2ccc(Cl)cc2)s1 was read as Epigenetic reg 0.8%, SMN2 splice up -10.6%, IMPase Li cell 10.6%[38.3 µM], JMJD2E inh 3.2%, RGS12 GoLoco inh -3.6%, NPSR antag -6.7%[46.1 µM], KinaseGlo FLuc -0.5% and RECQ1 inh -12.7%.
`CCN1C(=O)/C(=C\C(=O)c2cccs2)c2cc(Br)ccc21` gave Epigenetic reg 2.8%, SMN2 splice up 0.4%, IMPase Li cell 3.9%, JMJD2E inh -6.7%, RGS12 GoLoco inh 7.0%, NPSR antag -28.2%, KinaseGlo FLuc -3.6% and RECQ1 inh -7.5%.
For Cc1ccc(S(=O)(=O)NC(CC(=O)NCC2CCCO2)c2ccccc2)cc1 (stereo unspecified) the results were Epigenetic reg -3.2%, SMN2 splice up -9.0%, IMPase Li cell -0.4%, JMJD2E inh -1.3%, RGS12 GoLoco inh 1.5%, NPSR antag 11.3%, KinaseGlo FLuc -2.7% and RECQ1 inh inactive.
For CCN1CCN(c2cc(C)c3cc(NC(=S)N4CCCCC4)ccc3n2)CC1 the results were Epigenetic reg 1.8%, SMN2 splice up 1.7%, IMPase Li cell 15.2%, JMJD2E inh inconclusive, RGS12 GoLoco inh 5.6%, NPSR antag -7.8%, KinaseGlo FLuc -3.3% and RECQ1 inh -24.3%.
CCNC(=O)C(=O)NCCc1ccc(Cl)cc1 was read as Epigenetic reg -1.6%, SMN2 splice up 4.5%, IMPase Li cell -9.7%[38.3 µM], JMJD2E inh 7.9%, RGS12 GoLoco inh 14.8%, NPSR antag 0.6%[46.1 µM], KinaseGlo FLuc -0.3% and RECQ1 inh 0.3%.
`CSC1=NCCN1C(=O)c1cccc(C(F)(F)F)c1` gave Epigenetic reg -2.6%, JMJD2E inh 2.0%, NPSR antag -4.1%[46.1 µM] and RECQ1 inh -7.0%.
Screening COc1ccc(NC(=O)c2scc(S(=O)(=O)C(C)C)c2N)cc1 returned Epigenetic reg 0.0%, JMJD2E inh 2.4%, RGS12 GoLoco inh -8.7%, NPSR antag -7.7% and RECQ1 inh 8.1%.
For O=C(CN1C(=O)NC2(CCc3ccccc32)C1=O)Nc1cc(C(F)(F)F)ccc1N1CCOCC1 (stereo unspecified) the results were Epigenetic reg -1.6%, SMN2 splice up 5.4%, IMPase Li cell 3.0%[38.3 µM], JMJD2E inh -9.2%, RGS12 GoLoco inh -1.7%, NPSR antag -20.5%[46.1 µM], KinaseGlo FLuc 1.0% and RECQ1 inh -7.8%.
